Source: PubChem BioAssay
ALDH1A1 block: blocks purified human ALDH1A1 activity; P00352; Purified ALDH1A1, NADH fluorescence, propionaldehyde substrate; Potency, µM (doses to about 75.3 µM), inactives show at the top dose activity, negative = inhibition, hits mostly inhibitors; 220,000 compounds, 7.3% hits; active = well fitted inhibition curve with a large enough effect, not every such curve was filed as active; inconclusive = small, poorly fitted or top-dose-only effect, or another doubt; inactive = no such curve, though single readings can be large or run the other way;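 also: plate controls were no enzyme wells and a reference inhibitor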
Target sequence (P00352 whole entry, looked up): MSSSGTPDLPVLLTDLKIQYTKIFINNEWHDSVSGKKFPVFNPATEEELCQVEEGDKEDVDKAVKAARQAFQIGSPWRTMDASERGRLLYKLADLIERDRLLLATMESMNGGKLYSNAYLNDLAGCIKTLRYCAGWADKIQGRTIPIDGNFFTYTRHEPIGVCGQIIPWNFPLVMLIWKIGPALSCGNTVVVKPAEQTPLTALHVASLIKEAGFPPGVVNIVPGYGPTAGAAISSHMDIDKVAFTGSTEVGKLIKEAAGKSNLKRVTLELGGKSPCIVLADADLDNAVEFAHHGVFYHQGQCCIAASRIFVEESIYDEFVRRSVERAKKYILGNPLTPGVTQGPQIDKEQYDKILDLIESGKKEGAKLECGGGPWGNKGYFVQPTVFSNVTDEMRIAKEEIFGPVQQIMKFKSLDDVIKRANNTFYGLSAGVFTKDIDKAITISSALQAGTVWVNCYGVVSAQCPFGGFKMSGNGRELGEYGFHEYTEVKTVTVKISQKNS
TRb SRC2 PPI: TRbeta-SRC2 interaction inhibition. P10828. TRbeta-SRC2 peptide binding, fluorescence polarization; receptor liganded with 1 µM T3. Potency, µM (series often up to 106 µM), without a hit: at the top dose activity change, negative = inhibition, hits mostly inhibitors. 280,000 compounds, 0.065% hits. AID 1469;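 also: plate controls were bound peptide for no effect and peptide without receptor for full effect; nearly all actives have a fitted effect of over 50% in size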
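Fluorescence polarization of 20 nM Texas Red SRC2 peptide (20-aa NR interaction domain) bound to 0.6 uM human TRb ligand-binding domain, with 1 uM T3, after 5 hr at ambient temperature; inhibition seen as decreased polarization.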
aGal spleen mod: inhibitors or activators of human alpha-galactosidase in spleen homogenate | P06280 | human spleen homogenate, 4MU-alpha-Gal fluorescence, 40 min | Potency, µM (highest dose often 80 µM), for the others: at the highest dose activity change, negative = inhibition, actives largely listed as inhibitors | 240,000 compounds, 0.008% hits | AID 2107;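 also: 0% = enzyme with vehicle and -100% = no enzyme basal signal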
Target sequence (P06280 32-429 limits assumed): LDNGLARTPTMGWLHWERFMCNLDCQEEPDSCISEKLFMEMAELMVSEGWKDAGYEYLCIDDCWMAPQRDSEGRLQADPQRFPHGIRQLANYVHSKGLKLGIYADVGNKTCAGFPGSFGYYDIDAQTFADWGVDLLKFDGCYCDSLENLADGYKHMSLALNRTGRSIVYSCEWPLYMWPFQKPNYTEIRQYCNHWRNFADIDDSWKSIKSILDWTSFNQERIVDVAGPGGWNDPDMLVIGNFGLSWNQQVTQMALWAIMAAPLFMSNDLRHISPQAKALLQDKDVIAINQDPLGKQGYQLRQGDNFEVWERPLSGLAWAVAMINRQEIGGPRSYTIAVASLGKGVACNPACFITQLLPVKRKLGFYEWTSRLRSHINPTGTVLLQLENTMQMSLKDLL
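Fluorogenic readout (Ex 365/Em 440 nm) of 4-methylumbelliferone released from 1 mM 4-MU-alpha-galactoside by spleen homogenate, 40 min at 37C, pH 5.0. Data normalized to no-enzyme and enzyme controls; Hill-equation AC50 from compound titrations.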
Tau ThT inhib: inhibitors of human tau fibril formation, thioflavin T binding; P10636; recombinant tau K18 P301L, heparin-induced fibrillization, ThT fluorescence; Potency, µM (highest dose often 57.4 µM), without a hit: at the highest dose activity, negative = inhibition, actives largely listed as inhibitors; 270,000 compounds, 2.1% hits; AID 1460; also: nearly all actives have a fitted effect of over 55% in size
Target sequence (P10636 561-689 P618L limits assumed): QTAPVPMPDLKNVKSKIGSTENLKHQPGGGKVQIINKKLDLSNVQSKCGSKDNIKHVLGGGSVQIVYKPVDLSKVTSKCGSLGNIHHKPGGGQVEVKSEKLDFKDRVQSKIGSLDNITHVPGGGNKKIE
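K18 P301L tau (15 uM + 0.24 uM Alexa 594-tagged), heparin 20 uM, NaOAc pH 7, 6 h 37 C; ThT 30 uM, 1 h RT, ex 450/em 510 nm.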
L3MBTL1 block: L3MBTL1 (human) inhibition. AlphaScreen L3MBTL1–H3K9me1 peptide binding. Potency, µM (top dose mostly 57.1 µM), for the others: top-dose activity, negative = inhibition, usual class: inhibitors. 230,000 compounds, 0.66% hits. AID 485360; also: nearly all actives have a fitted effect of over 60% in size
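L3MBTL1 50 nM + b-AHA-H3(1-15)K9me1 75 nM, 30 min RT; compound added, 30 min RT; streptavidin donor/Ni-chelate acceptor beads 10 ug/mL each final, 30 min RT dark; AlphaScreen read.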
Tau FP inhib: inhibitors of human tau fibril formation. P10636. K18 P301L tau heparin fibrillization, Alexa594 FP, 6 h. Potency, µM (doses to about 57.7 µM), for the others: at the highest dose activity, negative = inhibition, actives largely listed as inhibitors. 280,000 compounds, 0.39% hits. AID 1468; also: nearly all actives have a fitted effect of over 55% in size
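K18 P301L tau (15 uM unlabeled/0.24 uM Alexa 594-labeled, final) + compound + heparin 20 uM final; 100 mM NaOAc pH 7; 6 hr 37 C; ThT 30 uM final added, 1 hr RT; FP ex 555/em 632 nm.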
Tau fluor cs: counter-screen for tau fibril formation inhibitors; tau K18 P301L (four-repeat tau fragment) Alexa594 fluorescence, heparin fibrillization; Potency, µM (series often up to 57.7 µM), for the others: at the highest dose activity change, negative = decrease; 280,000 compounds, 0.93% hits; AID 1463; also: nearly all actives have a fitted effect of over 55% in size
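Human K18 P301L tau (15 uM unlabeled plus 0.24 uM Alexa 594-labeled, final) in 100 mM sodium acetate pH 7 was mixed with compound and 20 uM heparin and incubated 6 hr at 37 C.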
TR SRC2 fluor cs: Texas Red fluorescence interference in TRb-SRC2 counter-screen. AID 1479. 280,000 compounds, 0.29% hits. Potency, µM (titrated, usually from 106 µM), for inactives: at the highest dose fluorescence change, negative = quenching. TRb/SRC2 Texas Red total fluorescence interference; active = well fitted curve in either direction with a large enough effect; inconclusive = small, poorly fitted or top-dose-only effect
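Human TRb ligand-binding domain at 0.6 uM with 20 nM Texas Red SRC2 peptide in Tris buffer containing 1 uM T3 and 5% DMSO, incubated with compound 5 h at ambient temperature. Total fluorescence (555/632 nm) calculated as parallel + 2 × perpendicular.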
Starred values were filed as active, the others as inactive; i = inactive; u = inconclusive; x = not tested or not shown; [ ] = remark or other dose. Unless noted, calls follow the shape of the dose curve; as a rule, active = well fitted curve in the direction sought with a large enough effect; inconclusive = small, poorly fitted or top-dose-only effect, or another doubt; inactive = no such curve, though single readings can be large; an effect the other way counts as inactive or inconclusive. Unless noted, % is scaled to controls: 0 for no effect and ±100 for the full control effect; potency is read from the fitted curve at half-maximal effect.

SMILES	ALDH1A1 block	TRb SRC2 PPI	aGal spleen mod	Tau ThT inhib	L3MBTL1 block	Tau FP inhib	Tau fluor cs	TR SRC2 fluor cs
O=C(NS(=O)(=O)Oc1ccc(F)c(Cl)c1)OC[C@@H]1CCCN2CCCCC12 (some centres undefined)	2%	0%	-18%	4%	x	0%	-1%	0%
C(=N\Nc1nn[nH]n1)/c1ccccc1	2%	-3%	8%	-11%	x	1%	-7%	-3%
Cc1ccccc1CC1S/C(=N/N=C/c2ccco2)NC1=O (centres undefined)	x	5%	11%	x	x	-9%	-1%	-2%
COc1ccc(CCNC(=O)Cn2c(=O)c3sccc3n(CC(=O)Nc3cccc(C(F)(F)F)c3)c2=O)cc1OC	x	-5%	x	u	x	-9%	1%	-5%
CCN(CC)C(=O)Cn1ncc2c([nH]c3ccc(C)cc32)c1=O	x	3%	x	-12%	x	-13%	-12%	-1%
O=C(c1cc(-c2ccccn2)nc2ccccc12)N1CCN(c2ncccn2)CC1	-2%	-6%	-1%	-5%	-4%	-2%	1%	-7%
CCOC(=O)C1=C(C)NC(=S)NC1c1cc(C)sc1C (centres undefined)	40µM*	5%	-5%	-7%	-12%	-2%	-4%	2%
COc1ccc(-c2noc(COc3ccc(C)cc3C)n2)cc1OC	x	5%	x	u	x	-12%	-22%	2%
CCN(CC)C(=O)c1sc2c(c1C)c(=O)n(-c1ccc(C)c(C)c1)c(=O)n2CC(=O)Nc1ccc(F)cc1	x	-1%	x	-8%	x	-5%	-24%	-17%
O=c1c2c(nc3c(-c4ccccc4)c[nH]n13)CCCC2	8%	7%	-5%	2%	4%[11.4 µM]	7%	11%	-3%
Cc1onc(-c2ccccc2)c1C(=O)N1CCCSC1=Nc1ccccc1	11µM*	13%	0%	3%	21%	1%	-16%	1%
COc1cc(C2Nc3cc(Cl)c(S(N)(=O)=O)cc3S(=O)(=O)N2)ccc1OCc1ccccc1 (centres undefined)	u	-20%	-3%	-15%	x	1%	-8%	0%
Cc1cccc(C2=NN(c3ccc(Br)cc3)[C@@H](C(=O)N3CCOC3=O)[C@@H]2c2ccc(Cl)cc2)c1	u	-1%	30%	-3%	42%[activator]	-7%	u	0%
CN(C(=O)COC(=O)c1ccc(NS(=O)(=O)c2cccs2)cc1)C1CCCCC1	-5%	-3%	13%	3%	1%	-1%	-1%	-1%
Cc1ccc(Cl)cc1NC(=O)Cn1c(=O)n(CCC(=O)N2CCc3ccccc3C2)c(=O)c2ccccc21	x	6%	x	2%	x	u	-28%	6%
CCCCOC(=O)CCNc1n[nH]c(=O)[nH]c1=O	7%	-12%	21%	-3%	5%	-1%	5%	1%
CCCNC(=O)CCCCn1c(=S)[nH]c2c([nH]c3ccc(OC)cc32)c1=O	0%	3%	-1%	-2%	1%	-9%	1%	-1%
C=CCNC(=S)N1CCOCC1	8%	1%	4%	4%	-3%	u	11%	-1%
COC(=O)COc1ccc(-c2ccccc2)cc1C=O	u	-1%	7%	u	x	-2%	-6%	-3%
CC1CC(c2ccccc2)n2nc(NC(=O)c3cccs3)nc2N1 (centres undefined)	10%	-6%	-5%	-5%	x	0%	-6%	-5%
O=C(OCc1cc(=O)n2nc(C3CC3)sc2n1)c1ccc(NC(=O)c2ccccc2F)cc1	x	7%	x	0%	x	-10%	-4%	-1%
CS(=O)(=O)N(CC(=O)Nc1cc(Cl)ccc1Cl)c1ccccc1	-2%	-5%	3%	-12%	x	-2%	-20%	-7%
CC(O)C1C(=O)OC2(C)CC(C)(C)NC(=S)N12 (centres undefined)	8%	5%	8%	4%	-5%	2%	0%	-7%
COC(=O)c1ccccc1NC(=S)N(Cc1ccc2c(c1)OCO2)Cc1cc2ccc(C)cc2[nH]c1=O	u	-1%	-8%	-3%	-13%	u	-16%	-17%
CN(C)C(=O)C1C2NC(=S)N(c3ccccc3)C1(C)Oc1ccccc12 (centres undefined)	6%	0%	-1%	-8%	x	3%	-10%	1%
CCCS(=O)(=O)c1c(S(=O)(=O)CCC)c2cc(C(C)(C)C)ccn2c1C(=O)c1ccc(C)cc1	x	1%	x	-7%	x	-2%	-9%	-3%
CCOc1ccc(NC(=O)NCCn2nnc3cc(S(=O)(=O)N(C)C)ccc32)cc1	x	-5%	x	-1%	x	12%	-5%	1%
CCOc1ccc(NC(=O)CCS(=O)(=O)c2ccc(Br)cc2)cc1	x	1%	x	-5%	x	1%	-9%	-20%
Cc1sc2c(c1C)C(O)=C(C(=O)Nc1ccccc1)S(=O)(=O)N2C	x	0%	1%	u	19%	0%	-17%	-9%
COCCNC(=O)c1ccc(N(C)S(=O)(=O)c2ccc(OC)c(OC)c2)cc1	-13%	-3%	-11%	-1%	5%	3%	6%	-4%
Cc1cccc(CNc2ncnc3ccc(-c4ccccc4C#N)cc23)c1	u	-9%	0%	-6%	x	-9%	-14%	-6%
COc1cccc(-c2nc(=S)c3c(n2CCCO)CCCC3)c1	-9%	3%	1%	-5%	-3%	-1%	-2%	2%
CCOc1ccc(C(=O)Nc2ccc(N3CCN(C)CC3)cc2)cc1[N+](=O)[O-]	-9%	-4%	4%	u	-23%	8%	-19%	-4%
CCCNC(=O)Cn1nc(-c2ccc(OC)cc2)c2cnc3ccc(F)cc3c21	x	-1%	x	-9%	x	2%	-6%	0%
COC(=O)c1c(NC(=O)C(C)Oc2ccc(Cl)c(C)c2)sc(C)c1C (centres undefined)	x	3%	x	u	x	-9%	-13%	11%
Cc1ccccc1CNC(=O)CC1C(=O)NCCN1Cc1c(F)cccc1Cl (centres undefined)	u	-5%	-26%	4%	40%	-10%	-2%	-4%
COc1ccccc1C(O)(C(=O)NNc1ccccc1C)c1ccccc1OC	-1%	-3%	-6%	-5%	3%	5%	-7%	-1%
COc1ccc(NC(=O)c2cc(C)nc3c2c(C)nn3-c2ccc(C)cc2)cc1OC	x	8%	x	-15%	x	-5%	u	-2%
O=C(CCCn1c(=O)[nH]c2ccsc2c1=O)N1CCN(c2ccccn2)CC1	-6%	-3%	7%	-15%	6%	0%	-6%	2%
Cc1cccc(N2CCN(C(=O)CN3CCSc4ccccc43)CC2C)c1 (centres undefined)	x	4%	x	u	x	-1%	-30%	-3%
Cc1cccc(NC(=S)NCc2ccccn2)c1	-5%	1%	4%	-4%	-5%	-3%	-6%	-3%
Cc1ccc(S(=O)(=O)N2CCN(C(=O)CCC(=O)NC3CCCc4ccccc43)CC2)cc1 (centres undefined)	u	6%	13%	-11%	x	2%	-9%	-2%
C=CCn1c(SCC(=O)c2[nH]c(C)c(C(=O)OCC)c2C)nc2scc(-c3ccccc3)c2c1=O	12%	2%	1%	0%	4%	0%	2%	-1%
C=CCn1c(CSc2nc3ccccc3s2)nnc1SCC(=O)NCc1cccnc1	-8%	-13%	-1%	-20%	27%	1%	-4%	3%
Cc1cc(C(=O)N(C2CCCCC2)C2CCCCC2)no1	6%	-1%	-1%	-4%	2%	1%	1%	-3%
C/C(Cn1nnc([N+](=O)[O-])n1)=N\NC(=O)c1ccc(Cl)c(Cl)c1	28µM*	-2%	-2%	u	-2%	-2%	-9%	-2%
O=C(NC1CCCCCC1)c1cccnc1Sc1ccccc1	u	7%	-2%	2%	-4%	7%	-6%	-3%
Cc1ccc(S(=O)(=O)N2CCOCC2)c(C)c1NS(C)(=O)=O	-7%	-2%[53 µM]	-1%	9%	1%	12%	12%	0%[53 µM]

Rewritten with each value named: part of the list above
> Cc1cc(C(=O)N(C2CCCCC2)C2CCCCC2)no1
  ALDH1A1 block: 6%
  TRb SRC2 PPI: -1%
  aGal spleen mod: -1%
  Tau ThT inhib: -4%
  L3MBTL1 block: 2%
  Tau FP inhib: 1%
  Tau fluor cs: 1%
  TR SRC2 fluor cs: -3%

> C/C(Cn1nnc([N+](=O)[O-])n1)=N\NC(=O)c1ccc(Cl)c(Cl)c1
  ALDH1A1 block: 28µM*
  TRb SRC2 PPI: -2%
  aGal spleen mod: -2%
  Tau ThT inhib: u
  L3MBTL1 block: -2%
  Tau FP inhib: -2%
  Tau fluor cs: -9%
  TR SRC2 fluor cs: -2%

> O=C(NC1CCCCCC1)c1cccnc1Sc1ccccc1
  ALDH1A1 block: u
  TRb SRC2 PPI: 7%
  aGal spleen mod: -2%
  Tau ThT inhib: 2%
  L3MBTL1 block: -4%
  Tau FP inhib: 7%
  Tau fluor cs: -6%
  TR SRC2 fluor cs: -3%

> Cc1ccc(S(=O)(=O)N2CCOCC2)c(C)c1NS(C)(=O)=O
  ALDH1A1 block: -7%
  TRb SRC2 PPI: -2%[53 µM]
  aGal spleen mod: -1%
  Tau ThT inhib: 9%
  L3MBTL1 block: 1%
  Tau FP inhib: 12%
  Tau fluor cs: 12%
  TR SRC2 fluor cs: 0%[53 µM]

Next records follow.
SMILES	ALDH1A1 block	TRb SRC2 PPI	aGal spleen mod	Tau ThT inhib	L3MBTL1 block	Tau FP inhib	Tau fluor cs	TR SRC2 fluor cs
CCN(CC)S(=O)(=O)c1ccc(/C=C/C(=O)OCC#N)cc1	-3%	-1%	-1%	-6%	-1%	-8%	-5%	-2%
C=CCn1c(C)csc1=Nc1ccccc1C	-12%	-4%	-5%	-12%	x	5%	-12%	0%
CC(=O)c1cccc(CN2CCN(Cc3ccccc3)C(CCO)C2)c1 (centres undefined)	12%	1%	-2%	-2%	7%	-2%	-3%	4%
S=c1[nH]nc(-c2ccco2)n1Cc1ccccc1	i	11%	3%	-3%	3%	7%	-1%	-4%
Cc1c(-c2cccc(Cl)c2)nc2ccccc2c1C(=O)OCC(=O)Nc1ccc2c(c1)OCO2	-1%	-4%	-6%	-9%	-19%	-5%	u	0%
CCC(=O)N1CCc2cc(S(=O)(=O)CCC(=O)Nc3cccc(C)n3)ccc21	-2%	5%	-3%	-5%	x	-6%	-5%	0%
CCOC(=O)C1C/C(=C\C(C)=O)c2cccc(C(F)(F)F)c2O1 (centres undefined)	-6%	4%	1%[119 µM]	-10%[81.4 µM]	x	5%[81.3 µM]	-13%[81.3 µM]	3%
Cc1ccccc1NC(=S)N(CCCN1CCOCC1)Cc1cccnc1	9%	-7%	5%	0%	-7%	6%	0%	-1%
COc1cccc(N=Cc2ccc(O)cc2O)c1	4%	6%	8%	u	0%	9%	u	7%
CCCCOc1ccc([N+](=O)[O-])cc1C(=O)O	5%	2%	-8%	1%	4%	-1%	-1%	3%
